D3 ag = qHTS of D3 Dopamine Receptor Agonist: qHTS. 410,000 tested, 0.58% active. D(3) dopamine receptor (Homo sapiens), P35462. D3R DiscoveRx beta-arrestin cells, luminescence, 90 min. AID 652048, 2013. max activation, %; in the data active means max activation above about 30%; further: 0% is about no effect; mostly tested at two doses, the higher about 12 µM
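Agonist-mode cell screen: cells plated at 1500/well and incubated overnight at 37 °C, then exposed to library compounds for 90 min at 37 °C. Detection reagent was added for 30–60 min at room temperature, and luminescence was read.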
TDP-43 yeast inh = qHTS of TDP-43 Inhibitors | 410,000 tested, 1.8% active | Potency, µM (series often up to 46.1 µM), without a hit: at the top dose growth rescue (activation), actives largely listed as activators | TDP-43 expressing yeast growth rescue, BacTiter-Glo, 24 h | AID 652104, 2013; further: potency means the concentration at half of the fitted maximal effect; % of control where 0% means no effect; nearly all actives have a fitted effect of over 50% in size
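Growth rescue of TDP-43-toxic yeast measured as ATP luminescence (BacTiter-Glo). Cells grown to mid-log in raffinose, induced in galactose at OD600=0.02, exposed to compound 24 hr at 30 deg C.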
HEK293 tox = qHTS of GLP-1 Receptor Inverse Agonists: Cytotox Screen. HEK293 cAMP-luciferase reporter cells, luminescence, 24 h. Potency, µM (highest dose often 38.3 µM), for inactives: at the top dose activity change, negative = inhibition, most hits filed as inhibitors. 410,000 tested, 0.13% active. AID 624418, 2012;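 further: loss of luciferase light is scored as toxicity; potency means the concentration at half of the fitted maximal effect; on the % scale 0 is the no-effect control and ±100 the full control effect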
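Cells in DMEM/10% Nu serum/1% pen-strep, 1536-well format. Pre-incubated 12 h, dosed with 23 nL compound, incubated a further 24 h. Luciferase detection, 12 min at room temp, luminescence.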
D3 antag = qHTS of D3 Dopamine Receptor Antagonist: qHTS | D(3) dopamine receptor (Homo sapiens), P35462 | D3R cells, DiscoveRx beta-arrestin luminescence, antagonist mode; hits give low values | max response, negative = inhibition, % | 360,000 tested, 2.5% active; in the data active means max response below about -50%; inconclusive means no clear call, values can overlap the other calls; further: on the % scale 0 is the no-effect control and ±100 the full control effect; mostly tested at two doses, the higher about 12 µM
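Cells expressing the human receptor were seeded at 1500 cells/well, incubated overnight at 37 degrees C in 5% CO2, then exposed to library compounds with dopamine controls for 90 minutes at 37 degrees C before luminescent detection.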
aSyn rescue = qHTS of alpha-syn Inhibitors. Yeast expressing alpha-synuclein, growth rescue, BacTiter-Glo, 24 h. Potency, µM (series often up to 46.1 µM), inactives show at the top dose growth rescue (activation), usual class: activators. 370,000 tested, 0.14% active. AID 652106, 2013; further: potency means the concentration at half of the fitted maximal effect; % of control where 0% means no effect; nearly all actives have a fitted effect of over 65% in size
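Screening used galactose-induced yeast with toxic alpha-synuclein levels, exposed to compound for 24 hr at 30 deg C. Cell growth, read with BacTiter-Glo luminescence, gave the measured signal.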
GLP-1R inv ag = qHTS of GLP-1 Receptor Inverse Agonists (Inhibition Mode); Glucagon-like peptide 1 receptor (Homo sapiens), P43220; Potency, µM (titrated, usually from 38.3 µM), without a hit: at the top dose activity change, negative = inhibition, actives largely listed as inhibitors; HEK293 GLP-1R CRE-luciferase, luminescence, 24 h; GLP-1R form is constitutively active; 410,000 tested, 1.6% active; further: potency means the concentration at half of the fitted maximal effect; on the % scale 0 is the no-effect control and ±100 the full control effect; nearly all actives have a fitted effect of over 55% in size
Target sequence (P43220 whole entry, looked up): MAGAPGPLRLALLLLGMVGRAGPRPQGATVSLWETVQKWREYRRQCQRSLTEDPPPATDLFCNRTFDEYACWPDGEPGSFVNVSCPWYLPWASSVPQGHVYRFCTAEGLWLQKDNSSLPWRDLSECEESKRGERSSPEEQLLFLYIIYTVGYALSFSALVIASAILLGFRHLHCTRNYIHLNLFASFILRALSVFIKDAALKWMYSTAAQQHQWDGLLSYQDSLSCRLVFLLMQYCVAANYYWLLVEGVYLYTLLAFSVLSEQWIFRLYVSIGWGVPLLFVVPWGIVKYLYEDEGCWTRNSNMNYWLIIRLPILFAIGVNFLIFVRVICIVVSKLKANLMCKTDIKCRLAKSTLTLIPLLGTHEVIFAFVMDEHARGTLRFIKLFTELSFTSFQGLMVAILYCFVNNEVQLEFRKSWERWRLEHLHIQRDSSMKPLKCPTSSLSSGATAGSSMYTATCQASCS
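HEK293 cells stably co-expressing a cAMP-responsive luciferase reporter and constitutively active GLP-1R were seeded, incubated 12 h, then exposed to compounds for 24 h at 37 C. Luminescence was read 12 min after detection reagent; inverse agonists lower signal.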
KB-V1 cytotox = qHTS assay for MDR1-selective chemotherapeutics: Primary screen using the drug-selected MDR subline cells KB-V1; 400,000 tested, 3.4% active; Potency, µM (highest dose often 46.1 µM), without a hit: at the highest dose activity change, negative = cytotoxicity, usual class: cytotoxic; KB-V1 MDR cells viability, CellTiter-Glo, 72 h; further: potency means the concentration at half of the fitted maximal effect; on the % scale 0 is the no-effect control and ±100 the full control effect; nearly all actives have a fitted effect of over 60% in size
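Following 72 h at 37 degrees C with compound, KB-V1 cell viability was read by CellTiter-Glo luminescence, medium being phenol-red-free DMEM plus 10% FBS; concentration-response parameters came from normalized, curve-fitted qHTS data.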
PTHR1 agonist = qHTS for PTHR1 Agonists: Primary Screen; HEK293 GP2 PTHR1 cells, GloSensor cAMP luminescence, 1 h; Potency, µM (highest dose often 115 µM), for inactives: at the top dose activation, actives largely listed as activators; Parathyroid hormone/parathyroid hormone-related peptide receptor (Homo sapiens), Q03431; 410,000 tested, 0.075% active; further: potency means the concentration at half of the fitted maximal effect; nearly all actives have a fitted effect of over 55% in size; some results filed as inactive show a strong effect at the top dose; inactives centre near -15; many of its hits are not listed in these tables
Target sequence (Q03431 whole entry, looked up): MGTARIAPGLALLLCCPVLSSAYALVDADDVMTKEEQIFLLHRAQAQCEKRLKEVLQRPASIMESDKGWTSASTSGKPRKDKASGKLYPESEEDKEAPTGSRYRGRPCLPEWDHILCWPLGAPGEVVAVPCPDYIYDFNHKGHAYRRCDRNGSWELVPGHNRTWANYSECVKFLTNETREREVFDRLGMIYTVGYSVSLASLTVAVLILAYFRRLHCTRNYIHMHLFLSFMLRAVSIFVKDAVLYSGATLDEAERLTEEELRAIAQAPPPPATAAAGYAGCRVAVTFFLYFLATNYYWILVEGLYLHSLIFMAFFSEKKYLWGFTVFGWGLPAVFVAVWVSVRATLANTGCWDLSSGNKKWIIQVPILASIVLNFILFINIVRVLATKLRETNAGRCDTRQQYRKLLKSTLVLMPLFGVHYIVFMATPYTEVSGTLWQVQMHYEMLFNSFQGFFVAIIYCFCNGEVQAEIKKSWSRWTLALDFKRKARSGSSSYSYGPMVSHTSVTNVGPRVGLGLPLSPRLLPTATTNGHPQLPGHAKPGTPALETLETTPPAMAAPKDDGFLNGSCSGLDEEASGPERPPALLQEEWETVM
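HEK-293-derived GP2 cells expressing PTHR1 and a GloSensor cAMP reporter, 3,000/well, plated overnight, given luciferin plus IBMX (each 0.5 mM as added) for 1 h at 37 °C, then compound for 1 h at 37 °C. Luminescence was read after 15 min at room temperature.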
GLP-1R agonist = qHTS of GLP-1 Receptor Agonists. Glucagon-like peptide 1 receptor (Homo sapiens), P43220. HEK293 GLP-1R CRE-luciferase, luminescence, 4-6 h; cells express a hypersensitive GLP-1R form. Potency, µM (highest dose often 45.6 µM), for the others: at the top dose activation, usual class: activators. 380,000 tested, 0.007% active. AID 624172, 2012; further: potency means the concentration at half of the fitted maximal effect; % of control where 0% means no effect
* = called active by the depositor; i = inactive; u = inconclusive; x = not tested or not shown; [ ] = another dose, or the depositor's remark. Unless noted, the call rests on the fitted dose curve; in most records, active means well fitted curve in the direction sought with a large enough effect; inconclusive means small, poorly fitted or top-dose-only effect, or another doubt; inactive means no such curve, though single readings can be large; an effect the other way counts as inactive or inconclusive. The list is partial, so the mix of outcomes need not match the whole.

SMILES	D3 ag	TDP-43 yeast inh	HEK293 tox	D3 antag	aSyn rescue	GLP-1R inv ag	KB-V1 cytotox	PTHR1 agonist	GLP-1R agonist
CC1(C(=O)Nc2ncc(Cc3ccc(Br)cc3)s2)Cc2ccccc2C(=O)O1 (stereo not drawn)	-1	17%	-23%	x	7%	u	-7%	-7%	-5%
O=C(N/N=C/c1sc(N2CCOCC2)nc1-c1ccccc1)c1cccc(S(=O)(=O)N2CCOCC2)c1	1	21%	84%[activator]	14	3%	u	-22%	9%	-4%
C[C@@]12CC(=O)NC1N(C(=O)c1cccc(C(F)(F)F)c1)C(c1ccccc1OC(=O)c1cccc(C(F)(F)F)c1)C2 (stereo partly drawn)	2	30%	-8%	19	2%	u	-4%	-21%	-3%
CCc1cccc(NC2c3ccccc3C(=O)N2c2ccc(C)cn2)c1 (stereo not drawn)	-5	u	28%	-28	3%	13µM*	-5%	-6%	0%
CC(=O)Oc1ccccc1-c1nc(C)nc(N(C)C(C)=O)n1	9	1%	-14%	-15	7%	0%	-6%	i	u
CN(C(=O)COC(=O)c1ccc([N+](=O)[O-])cc1)c1ccccc1	4	-22%[1.82 µM]	-4%	2	7%	-7%	29%	-20%	14%
O=C(CSc1nc2ccccc2c(=O)[nH]1)Nc1ccccc1C(F)(F)F	-5	-6%	3%	3	-6%	-11%	10%	-19%	0%
Cc1noc(C)c1NC(=O)N(C)C[C@H]1Oc2c(NC(=O)Nc3ccc4c(c3)OCO4)cccc2C(=O)N([C@H](C)CO)C[C@@H]1C	0	0%	3%	-12	0%	0%	-16%	-1%	-1%
Cc1ccc(NC(=O)NCCN2CCCCC2)cc1Cl	-23	0%	5%	-9	8%	u	5%	i	3%
Cc1nc(OCc2ccccc2)c2sc3nc4c(cc3c2n1)COC(C)(C)C4	2	8%	4%	14	1%	14%	11%	-87%[inhibitor]	-2%
C[n+]1ccn(CC(=O)c2cc(C(C)(C)C)c(O)c(C(C)(C)C)c2)c1	-1	8%	6%	0	-6%	18%	0%	-36%[inhibitor]	6%
CC(C)(C)n1nnnc1C(c1ccc2ncccc2c1)N1CCC(O)CC1 (stereo not drawn)	2	-5%	1%[0.307 µM]	-3	2%	-7%[0.307 µM]	0%	i	7%
O=C(O)c1cc(N2CCCCC2)ccn1	2	26%	-12%	3	-1%	1%	0%	-5%	18%
COC(=O)c1ccccc1NC(=O)CN(C)S(=O)(=O)c1ccc(OC)cc1	6	-3%	-12%	15	-6%	0%	u	i	-7%
Cc1ccc(C2C(N)C(=O)N2c2ccc(C)cc2)cc1 (stereo not drawn)	3	-4%	5%	0	1%	6%	-8%	i	8%
COc1ccc(Br)cc1C1Nc2cccc3cccc(c23)N1	-1	u	6%	-11	0%	38%[activator]	5%	-26%	-5%
Cc1ccn2c(C(=O)CSc3ccc(Cl)cc3Cl)c(C)nc2c1	-3	-3%	41%[activator]	-2	-1%	17%	-1%	i	6%
CCN(Cc1nc(-c2ccccc2)no1)C(=O)c1ccoc1C	0	18%	3%	1	5%	-16%	-25%	-13%	1%
COc1ccccc1NC(=O)N(C1CCCC1)C1CCN(C(C)=O)CC1	-5	22%	-22%	9	0%	6%	u	-3%	-1%
O=C(CN1C(=O)NC2(CCOc3ccccc32)C1=O)Nc1ccc2c(c1)OCCO2 (stereo not drawn)	-6	-25%	-4%	8	-8%	-1%	17%	i	-3%

Some of these compounds in order of formula weight, highest first:
SMILES	D3 ag	TDP-43 yeast inh	HEK293 tox	D3 antag	aSyn rescue	GLP-1R inv ag	KB-V1 cytotox	PTHR1 agonist	GLP-1R agonist
C[C@@]12CC(=O)NC1N(C(=O)c1cccc(C(F)(F)F)c1)C(c1ccccc1OC(=O)c1cccc(C(F)(F)F)c1)C2 (stereo partly drawn)	2	30%	-8%	19	2%	u	-4%	-21%	-3%
COc1ccccc1NC(=O)N(C1CCCC1)C1CCN(C(C)=O)CC1	-5	22%	-22%	9	0%	6%	u	-3%	-1%
CN(C(=O)COC(=O)c1ccc([N+](=O)[O-])cc1)c1ccccc1	4	-22%[1.82 µM]	-4%	2	7%	-7%	29%	-20%	14%

The list continues:
SMILES	D3 ag	TDP-43 yeast inh	HEK293 tox	D3 antag	aSyn rescue	GLP-1R inv ag	KB-V1 cytotox	PTHR1 agonist	GLP-1R agonist
Cc1ccccc1-c1nnc(SCc2ccccc2)o1	4	u	-11%	-6	6%	u	-28%	-13%[57.5 µM]	9%
CCSCc1nnc(SCC(=O)Nc2ccc(F)cc2)n1CC	5	19%[9.22 µM]	9%	6	1%	-7%	-24%	-13%	9%
COc1ccccc1CNC(=O)C(C)n1c(=O)cc(-c2ccccc2)c2c(C)nn(C)c21 (stereo not drawn)	-11	16µM*	9%	x	x	u	-13%	i	x
COC(=O)c1sccc1-c1ccc(/C=N/OC(=O)c2cccs2)o1	8	u	-9%	5	-9%	-1%	-4%	-3%	4%
CC1CCCN(S(=O)(=O)c2ccc(S(=O)(=O)NC(C)c3cccs3)cc2)C1 (stereo not drawn)	-2	-12%	15%	-10	11%	u	16µM*	i	8%
COc1ccc(CNc2nc(-c3ccco3)nn2S(=O)(=O)c2ccc(Cl)cc2)cc1OC	10	-2%	4%	x	x	10%	7%	-14%	x
COC(=O)[C@@]1(Cc2ccc(F)cc2)[C@H]2c3cc(C(=O)N4CCCC4)n(C)c3C[C@H]2CN1C(=O)c1ccccc1	-11	20%	-13%	-24	-5%	-22%	u	-30%	3%
O=C(CSC1=NS(=O)(=O)c2cc(F)ccc2N1)NCc1ccc(F)cc1	5	22%	5%	5	0%	12%	0%	i	-5%
CC1=C(C(=O)Nc2ccccc2)C(c2cc(Br)ccc2F)n2ncc(C(=O)Nc3ccccc3)c2N1 (stereo not drawn)	-6	3%	-6%	x	x	u	x	-10%	x
CCn1c(C)nc2cc(C(=O)N/N=C(\C)c3ccccc3O)ccc21	-4	5%	-9%	-3	-3%	-25%	u	-40%[inhibitor]	13%
CC1(C)Cc2c(C#N)c(N3CCOCC3)nc(Cc3ccccc3)c2CO1	-5	-26%	-3%	77	1%	3%	u	i	3%
Cc1cc(-c2nc3ncccc3o2)ccc1NC(=S)NC(=O)c1ccco1	15	14%	-9%	3	7%	42%[activator]	6%	i	7%
CSc1nc(N2CCCC2)c2c(c1C#N)CC(C)(C)OC2	0	3%	-14%	0	-12%	-4%	3%	-9%	9%
O=C(Nc1ccc2nc(SCCOc3ccccc3)sc2c1)c1ccccc1F	4	9%	4%	x	x	8%	20%	i	x
CCC(CO)Oc1cc(NCc2ccncc2)c2ncn(C(C)C)c2c1 (stereo not drawn)	56*	13%	6%	1	2%	48%[activator]	-9%	i	10%
COc1ccccc1N1CCN(C(=O)CCCN2C(=O)c3cccc4cccc(c34)C2=O)CC1	-2	u	u	17	-1%	u	u	-6%	10%
CCOC(=O)c1sc(Nc2nc3ccc(OC)cc3s2)cc1C	3	u	371%[activator]	15	-8%	u	-1%	-12%	27%
O=C(NCCc1csc(-c2cccnc2)n1)c1ccco1	4	14%	4%	4	24%	1%	-3%	i	-1%
Cc1cccc(NC(=S)NNC(=O)c2sccc2C)c1	-18	-1%	-1%	7	1%	3%	18%	i	0%
COc1cccc(CNC(=O)CCC2CCCN(C(=O)CCn3cncn3)C2)c1 (stereo not drawn)	-2	0%	-10%	12	-6%	-18%	-4%	u	1%
NC(=O)c1ccc(NC(=O)CCNC(=O)c2ccco2)cc1	0	-19%	14%	4	-5%	-12%	0%	16%	-4%
CCOC(=O)N1CCN(C(=O)c2ccc3c(=O)n(-c4ccc(OC)cc4OC)c(=S)[nH]c3c2)CC1	0	0%	-9%	16	1%	9%	3%	i	-8%
CCCCCC(=O)Nc1cccc(C2=NOC3(C2)C[C@@H](C(N)=O)N(C(=O)C2(C)CC2)C3)c1 (stereo partly drawn)	5	7%	-1%	0	-4%	30%	14%	-20%	3%
Cc1ccccc1NC(=S)N(CCCN1CCOCC1)Cc1cccnc1	-9	x	-1%	0	-11%	-4%	-26%	-1%	-4%
Cc1onc(-c2ccc(Cl)cc2)c1-c1ccnn1S(=O)(=O)c1ccc(Cl)cc1	-6	-13%	13%	-6	-4%	u	u	-4%	8%
COc1cc(C2C3=C(COC3=O)OC(C)(C)Oc3cc4c(cc32)OCO4)cc(OC)c1OC (stereo not drawn)	-7	-11%	u	-9	4%	u	3.7µM*	u	6%
COCCN(C(=O)Nc1ccccc1)C(C)c1cccnc1 (stereo not drawn)	3	20%	-5%	-28	-1%	21%	5%	-8%	0%
Cc1ccc(NC(=O)Cn2c(=O)n(CCCCC(=O)NCCc3ccccc3)c(=O)c3ccccc32)cc1	-3	11%	2%	x	x	-3%	13%	-9%	-1%
Cc1cccc(C(=O)NC(=S)N2CCc3ccccc3C2)c1	3	20µM*	-17%	-13	-2%	-27%	u	-10%	11%
COc1cc(C(=S)N2CCOCC2)cc(OC)c1OS(=O)(=O)c1ccc(NC(C)=O)cc1	2	-15%	-22%	11	-7%	0%	-9%	i	-2%
O=C(Nc1ccc(F)cc1)c1cccnc1N1CCOCC1	5	6%	3%	9	11%	-1%	8%	i	4%
O=C(NCCCN1CCOCC1)C(=O)NCC1OCCN1S(=O)(=O)c1ccc(Cl)cc1 (stereo not drawn)	-2	8%	-12%	14	3%	u	3%	6%	5%
O=C1NC2c3ccccc3CC2O1 (stereo not drawn)	2	1%	-6%	-3	-6%	5%	u	-17%	-5%
CCOC(=O)[C@]12CCCC=C1N(CCC1=CCCCC1)C(=O)[C@H](CC(=O)NCc1ccc(OC)c(OC)c1)C2	-8	0%	-16%	7	-14%	u	u	i	x

Screens from PubChem.
